CAL PDZ FP-1 = CAL PDZ peptide-binding inhibitors, primary screen, biochemical, fluorescence polarization, Cer-tagged CAL PDZ, HTS. purified CAL PDZ, TMR-peptide fluorescence polarization, 1 h. inhibition, % at 20 µM. 330,000 compounds, 0.02% hits. AID 504414, 2011;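 active = highest replicate inhibition of at least 40%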;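 also: plate controls were DMSO neutral control wells for no effect and unlabeled competitor peptide control wells for full effect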
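material = purified tagged CAL PDZ domain construct (CerCALP) | buffer or medium = sodium phosphate/NaCl buffer pH 7.4 with TCEP, IgG, Thesit | reagent = TMR-labelled reporter peptide T*-PRC34 bound in PDZ groove | incubation = 1 h room-temperature incubation prior to read | measured by = fluorescence polarization (mP) | evaluation = percent inhibition from loss of millipolarization | control set = unlabelled peptide and DMSO controls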
MITF TRPM1 HTS = activators of MITF-driven TRPM1 promoter reporter, primary screen, cell-based, SK-MEL-5, luciferase, single point | SK-MEL-5 TRPM1-promoter luciferase, 24 h; % of positive control, neutral wells = 0 | activation, % at 12.5 µM | 300,000 compounds, 0.75% hits;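 active = mean activation of at least 80% with every replicate also reaching 80%; inconclusive = mean reaches 80% but some replicate falls short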;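 also: 0% = neutral control wells and 100% = parthenolide positive control wells; values of inactives mirror those of a sister screen read the other way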
AddAB inh = growth inhibition of E. coli expressing H. pylori AddAB, primary screen, AddAB inhibitor project, absorbance | AID 435030, 2010 | 330,000 compounds, 0.29% hits | inhibition, % at 11.9 µM; in the data active = inhibition above about 12%;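 also: 0% = vehicle wells of infected cells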
Wnt bcat act = Wnt/beta-catenin pathway activators, primary screen, cell-based, plate reader, single point; Wnt/beta-catenin reporter cell assay, activator; activation, % at 9.35 µM; 300,000 compounds, 1.2% hits; in the data active = activation above about 30%, passing the limit was not always enough; inconclusive = no clear call, values can overlap the other calls;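 also: 0% = neutral control wells and 100% = positive control wells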
Tat transport = E. coli Tat export inhibitors, primary screen, MC4100, TorA-mCherry reporter, fluorescence, single point; inhibition, % at 10 µM; 340,000 compounds, 0.036% hits; AID 488895, 2010;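 active = mean replicate inhibition at least 50% and at least half of replicates individually reaching 50%; inconclusive = only one of the two criteria met; inactive = neither criterion met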;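 also: exported cargo escapes ClpAP degradation while cytoplasmic cargo is degraded and loses fluorescence; 0% = median of neutral control wells and 100% = median of NaSCN control wells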
Ecoli viability = E. coli V3065 growth inhibition, primary screen, counter-screen for AddAB inhibitor project, absorbance, OD600 | 18 h | inhibition, % at 11.9 µM | 330,000 compounds, 0.27% hits;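 active = inhibition above the campaign's mean inhibition across all tested compounds plus 3 SD, cut at about 9.9% in these data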;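 also: uninfected addAB+ strain grown without phage in ampicillin broth; 0% = DMSO wells and 100% = ciprofloxacin 0.95 µg/ml wells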
phage Ecoli inh = growth loss of phage-infected E. coli, primary screen, RecBCD inhibitor project, absorbance, with phage, HTS | inhibition, % at 11.9 µM | 360,000 compounds, 0.26% hits; in the data active = inhibition above about 11%
SR-BI uptake up = activators of SR-BI mediated DiI-HDL uptake, primary screen, ldlA[mSR-BI] CHO cells, DiI fluorescence; 3 h; 100 = double the neutral-control signal; activation, % at 12.5 µM; 320,000 compounds, 0.096% hits; AID 504775, 2011;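 active = mean replicate activation of at least 60% and every replicate at or above 60%; inconclusive = mean or all-replicate condition met, but not both; inactive = mean below 60% and not all replicates reaching 60%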;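 also: 0% = median plate neutral-control signal and 100% = twice that signal; values of inactives mirror those of a sister screen read the other way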
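material = CHO ldlA[mSR-BI] cells | medium = Ham's F12 with 0.5% BSA, HEPES 25 mM, pH 7.4 | reagent = fluorescent DiI-HDL, 10 µg/mL final | compound dosing = single-point compound dose | incubation = 3 h, 37 °C | measured by = bottom-read fluorescence, 550/595 nm | measure = HDL uptake via cellular fluorescence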
CAL PDZ FP-2 = untagged CAL PDZ binding inhibitors, primary screen, biochemical, fluorescence polarization, HTS | Golgi-associated PDZ and coiled-coil motif-containing protein (Homo sapiens), Q9HD26 | purified CAL PDZ, TMR-peptide fluorescence polarization, 1 h | inhibition, % at 24.9 µM | 300,000 compounds, 0.92% hits | AID 602252, 2012;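 active = mean inhibition of at least 30% with at least half of replicates also reaching 30%; inconclusive = no clear call, values can overlap the other calls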;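 also: 0% = DMSO neutral control and 100% = excess unlabeled competitor peptide PRC23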
SR-BI DiI inh = inhibitors of SR-BI mediated HDL lipid uptake, primary screen, ldlA[mSR-BI] cells, fluorescence, single point; ldlA[mSR-BI] CHO cells, DiI-HDL uptake fluorescence, 3 h; Scavenger receptor class B member 1 (Mus musculus), Q61009; 320,000 compounds, 0.96% hits; inhibition, % at 12.5 µM; AID 488896, 2010;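 active = mean replicate inhibition of at least 70% and a set share of replicates each scoring 70 or more; inconclusive = meets just one of the two criteria; inactive = fails both criteria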;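 also: 0% = median of neutral control wells and 100% = median of positive control wells; values of inactives mirror those of a sister screen read the other way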
Target sequence (Q61009 whole entry, looked up): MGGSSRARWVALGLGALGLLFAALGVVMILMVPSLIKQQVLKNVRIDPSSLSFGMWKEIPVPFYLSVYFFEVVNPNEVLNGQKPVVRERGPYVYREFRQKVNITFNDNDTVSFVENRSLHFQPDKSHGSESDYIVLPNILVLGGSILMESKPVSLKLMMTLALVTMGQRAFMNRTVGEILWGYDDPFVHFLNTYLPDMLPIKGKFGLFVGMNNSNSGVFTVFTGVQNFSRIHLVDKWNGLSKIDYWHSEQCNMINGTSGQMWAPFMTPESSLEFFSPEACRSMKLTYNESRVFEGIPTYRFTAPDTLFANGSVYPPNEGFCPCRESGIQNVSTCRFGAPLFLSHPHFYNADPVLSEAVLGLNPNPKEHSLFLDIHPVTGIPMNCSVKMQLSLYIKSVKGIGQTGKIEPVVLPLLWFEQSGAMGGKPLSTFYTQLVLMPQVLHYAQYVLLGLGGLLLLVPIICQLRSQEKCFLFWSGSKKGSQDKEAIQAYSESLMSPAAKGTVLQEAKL
Numbers without * were called inactive; ? = inconclusive; nt = no result given.

The line under a structure holds: CAL PDZ FP-1	MITF TRPM1 HTS	AddAB inh	Wnt bcat act	Tat transport	Ecoli viability	phage Ecoli inh	SR-BI uptake up	CAL PDZ FP-2	SR-BI DiI inh
Cc1nc2ccccc2c(=O)n1NC(=O)Cc1ccc(Br)cc1
    -1.6	-2	-0.1	nt	-1	-1.2	4.0	15	-7	-15
CC1CCCN(C/C(O)=C(\C#N)c2nc3ccccc3[nH]2)C1 (centres undefined)
    -0.6	11	3.5	nt	0	1.7	2.0	5	-1	-5
O=[N+]([O-])c1ccc(-n2nnnc2-c2ccccc2)cc1
    -2.7	-8	-1.8	-4	0	-0.3	5.3	-9	0	9
O=C(CN1CCOCC1)N(c1ccccc1)c1ccc2ccccc2c1
    -3.0	nt	0.5	-5	-5	-0.6	2.9	-7	18	7
O=C(CCN1C(=O)c2ccccc2S1(=O)=O)Nc1ccccc1F
    -2.8	-1	nt	-1	4	nt	2.5	6	1	-6
CCn1c(SCC(=O)NC2CCCCC2)nc2c(c1=O)SCC2
    -2.3	-5	0.8	-2	2	-1.7	1.6	9	2	-9
CCCc1nn2c(=O)cc(CSCC(=O)Nc3nnc(C(C)C)s3)nc2s1
    -1.9	-14	4.4	0	11	1.4	3.3	15	0	-15
CS(=O)(=O)c1ccc(Cl)c(NC(=O)C2CCCN(C(=O)c3ccc(Cl)cc3)C2)c1 (centres undefined)
    -2.5	1	1.0	0	-8	-0.9	3.5	8	-1	-8
O=[N+]([O-])c1cccc(/C=N/N2CCN(Cc3ccccc3)CC2)c1
    0.2	57	-0.7	0	4	-2.4	5.0	5	5	-5
O=C(COC(=O)c1ccc2[nH]c3c(c2c1)CCCC3)Nc1ccccc1Cl
    -0.5	17	5.8	-1	-8	0.2	-0.7	-20	3	20
O=C1CN(C(=O)CN2CCOCC2)C(c2ccccc2)c2cc(Br)ccc2N1 (centres undefined)
    -0.1	nt	2.6	3	1	0.0	1.6	0	nt	0
CCc1ccccc1NC(=O)Nc1ccc(F)cc1F
    -1.8	-2	3.5	1	-5	2.5	1.2	-22	-1	22
CCCn1c(N)cc(=O)n(CCC)c1=O
    0.1	-6	0.2	1	-3	0.2	3.2	-14	nt	14
CCC(=O)NC1(Cc2ccc(O)cc2)CCCCC1
    -0.9	-12	1.9	-1	0	-1.3	2.7	25	nt	-25
O=C(CSc1ncc(C(=O)O)n1-c1ccc(F)cc1)NCc1ccc2c(c1)OCO2
    -0.1	-12	-0.5	-1	-5	1.0	0.5	-3	-4	3
COc1ccccc1OCCC(=O)OCC(=O)Nc1ncc(Cl)cc1Cl
    nt	-3	1.4	-2	-19	-1.5	2.5	10	1	-10
COc1ccc(C2CC(=O)C(C=NCCCN3CCOCC3)=C(O)C2)cc1 (centres undefined)
    -1.7	7	-0.3	-4	1	-0.6	1.8	10	2	-10
CCC(C)N1C(=O)S/C(=C/c2ccc(Sc3nc4ccccc4[nH]3)o2)C1=O (centres undefined)
    -0.3	-13	2.7	-1	-23	2.3	5.5	-17	-2	17
Cc1cccc(NC(=O)c2ccc(S(=O)(=O)N3CCN(C)CC3)cc2)c1C
    -2.5	1	1.8	-2	-6	0.9	-0.6	-2	-3	2
O=C(Cn1cnc2cc([N+](=O)[O-])ccc2c1=O)NCCc1ccc(Cl)cc1
    -0.5	3	3.4	-2	-4	2.1	-0.5	nt	2	nt
Cc1cc(C)n2nc(SCC(=O)N3CCN(c4ccc(F)cc4)CC3)nc2n1
    -0.9	1	-0.6	-1	7	1.1	3.5	10	-2	-10
CC(C)c1ccc(CNc2ccc3c(c2)ncn3C)cc1
    1.1	52	0.8	26	2	0.6	2.9	6	-2	-6
Cc1cccc(NS(=O)(=O)c2ccc(C)c(C(=O)NCc3ccccn3)c2)c1
    -1.4	-2	nt	4	11	nt	1.4	15	-3	-15
CCSc1nc2sc3c(c2c(=O)n1-c1ccc(OC)cc1)CCN(C)C3
    17	4	0.6	0	-1	-0.8	4.3	17	-4	-17
CC(C)CNC(=O)c1ccc(NC(=O)c2ccccc2[N+](=O)[O-])cc1
    1.1	10	0.9	nt	-7	1.6	3.6	-8	-2	8
Cn1c2c(c(=O)n(C)c1=O)CN(Cc1ccc3c(c1)OCO3)CN2
    0.0	-3	1.1	-1	0	0.0	3.6	0	3	0
CCCc1cc(-c2[nH]ncc2-c2ccc3c(c2)OCCCO3)c(O)cc1O
    -0.8	-14	1.4	nt	5	2.4	2.1	-61	-1	61
Cc1ccc(C(=O)/C=C/c2ccc(F)cc2)o1
    1.3	14	1.0	9	5	1.8	1.8	1	-6	-1
O=C(COC(=O)c1ccccc1Cl)Nc1nccs1
    0.0	21	0.9	-2	5	1.9	1.6	15	-1	-15
COC(=O)C1CC(O)CN1C(=O)Nc1cccc(C(F)(F)F)c1 (centres undefined)
    0.5	-3	-1.6	-2	1	0.0	4.0	21	-1	-21
COCCCNC(=O)c1ccccc1NS(C)(=O)=O
    0.6	-2	1.3	nt	1	-0.8	-0.9	9	4	-9
CC(=O)Nc1ccc(NC(=O)CSc2nc(N)c(NC(=O)c3ccccc3F)c(=O)[nH]2)cc1
    -2.1	8	0.6	2	0	3.5	3.2	21	-1	-21
CC(C)N1C(=O)CCC1C(=O)NCc1ccc(F)cc1Cl (centres undefined)
    -1.3	-3	-0.3	1	-4	-0.9	1.7	30	3	-30
Cc1cccc2nc(Cn3c(=O)n(CCCC(=O)NCc4ccco4)c(=O)c4ccccc43)cc(=O)n12
    -1.1	-9	1.4	?	-3	-0.7	1.0	-18	-15	18
CCN(CC)S(=O)(=O)c1ccc(C(=O)NCCSc2c[nH]c3ccccc23)cc1
    -0.1	nt	1.5	3	2	0.4	3.0	-53	-10	53
O=c1oc2ccccc2c(=O)c2ccccc12
    -0.5	-8	nt	-3	6	nt	1.3	23	40*	-23
CCOC(=O)N1CCC(N2CCCC(C(=O)c3ccc4cc(OC)ccc4c3)C2)CC1 (centres undefined)
    -6.9	11	-0.1	-1	3	-1.7	3.6	-4	-4	4
O=C(c1ccc(S(=O)(=O)Nc2ccccc2F)cc1)N1CCCCCC1
    -1.4	1	1.0	-1	-20	4.0	1.2	-16	-2	16
Cc1cc(-c2ccccc2)nc2cc(C(=O)OC(C)C)nn12
    -0.1	19	2.0	0	1	0.3	0.9	-12	4	12
O=S(=O)(c1ccccc1)c1nc(-c2ccc(Cl)cc2)oc1NCCCN1CCOCC1
    -1.4	7	nt	-5	3	nt	2.6	24	-1	-24
Cn1cc(CN2CCN(c3ccccc3)CC2)c2ccccc21
    -1.0	0	-1.6	-3	5	-0.2	3.2	19	0	-19
Cc1cc(=O)oc2c(C)c(OCC(=O)NCCCN3CCCC3=O)ccc12
    0.4	10	1.4	1	-8	-0.1	-0.6	6	3	-6
COc1ccc(CC(=O)Nc2ccc(-c3csc(C)n3)cc2)cc1
    -0.5	17	0.3	nt	2	1.0	1.6	-14	-2	14
O=C(NCCc1nc2ccc(Cl)cc2[nH]1)C1CCC(=O)N(Cc2cccc(F)c2)C1 (centres undefined)
    -2.5	-10	-0.4	-1	-6	0.8	-1.7	-9	-6	9
COC(=O)c1c(NC(=O)CN2CCC3(O)CCCCC3C2c2ccc(F)cc2)sc(C)c1C (centres undefined)
    -0.6	-15	2.5	nt	0	-1.0	1.7	-14	3	14
Cc1ccc(C2C3=C(CC(C)(C)CC3=O)Nc3n[nH]c(C)c32)cc1 (centres undefined)
    -0.5	8	-0.3	nt	-4	1.3	1.9	-3	-2	3
CCc1nn(C(C)C(=O)NCCc2ccc(OC)c(OC)c2)c(=O)c2cc3occc3n12 (centres undefined)
    -2.9	-12	-1.7	nt	3	0.0	1.1	-20	-1	20
COc1cccc(NC(=O)CN(C)C(=O)Cc2ccc(Cl)cc2Cl)c1
    -0.4	4	2.8	-4	-3	-1.6	-1.7	-5	3	5
CC(=O)Oc1cccc(C(=O)Nc2ccccc2C(=O)N2CCCC2)c1
    0.3	2	0.6	2	1	1.1	2.4	17	-5	-17
CCN(Cc1ccncc1)Cc1nc(Cc2ccccc2Cl)no1
    11	-19	6.2	-1	-2	3.3	2.5	-25	-4	25

Next section:
The line under a structure holds: CAL PDZ FP-1	MITF TRPM1 HTS	AddAB inh	Wnt bcat act	Tat transport	Ecoli viability	phage Ecoli inh	SR-BI uptake up	CAL PDZ FP-2	SR-BI DiI inh
Cc1ccc(C2C(C#N)=C(N)N(c3cccnc3)C3=C2C(=O)CCC3)c(C)c1 (centres undefined)
    -4.0	-11	4.0	3	-7	0.2	4.7	1	1	-1
CCS(=O)(=O)c1ccc2c(c1)N(S(=O)(=O)c1ccc(OC)cc1)CC(C(=O)O)O2 (centres undefined)
    -1.0	-6	1.0	-1	14	0.9	3.7	42	6	-42
C/C(=N\N=C1/SC(CC(=O)O)C(=O)N1c1ccccc1)c1ccc(C)cc1 (centres undefined)
    -0.4	6	0.3	1	0	-0.5	1.2	22	nt	-22
COc1ccc(OCCSc2ncnc3nc[nH]c23)cc1
    0.5	nt	2.2	-1	3	0.7	4.0	-8	3	8
COCC(=O)Nc1cc(C(=O)OC)cc(C(=O)OC)c1
    -0.1	-3	3.6	-1	0	1.2	3.7	27	-3	-27
CCOC1Cc2ccccc2N(C(N)=O)c2ccccc21 (centres undefined)
    -2.2	3	1.6	-15	1	2.0	1.6	4	1	-4
CC(=O)Nc1cccc(N2C(=O)CC(N3CCC(C(=O)N4CCCCC4)CC3)C2=O)c1 (centres undefined)
    -0.3	4	3.7	nt	18	3.5	-0.5	25	-1	-25
COc1ccc(-n2c(SCc3ccc([N+](=O)[O-])cc3)nnc2-c2ccccc2)cc1
    0.0	-5	1.1	-4	7	-1.6	-0.3	-25	-4	25
O=C(Cc1c(F)cccc1Cl)Nc1ccon1
    -1.8	10	-0.8	nt	2	-0.1	1.8	-1	-1	1
